Bioassay records from PubChem BioAssay.
TGFb inhibitor: TGF-b pathway inhibition; HepG2 CAGA-GFP TGF-b/SMAD3 reporter, GFP fluorescence, 18 h; TGF-beta stimulated, 500 pg/mL final; Potency, µM (top dose mostly 46.1 µM), inactives show at the highest dose activity, negative = inhibition, actives largely listed as inhibitors; 1.2% of 410,000 active; further: potency means the concentration at half of the fitted maximal effect; on the % scale 0 is the no-effect control and ±100 the full control effect; nearly all actives have a fitted effect of over 65% in size
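Smad-responsive CAGA-GFP expression was quantified in HEPG2 cells exposed to compounds and 500 pg/mL final TGF-beta for 18 h at 37 degrees C; unstimulated wells defined full inhibition.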
Nrf2 block: inhibitors of Nrf2 signaling. A549 ARE-Fluc reporter, luciferase luminescence, 18-24 h. Potency, µM (series often up to 46 µM), for inactives: top-dose activity change, negative = inhibition, hits mostly inhibitors. 2.1% of 360,000 active. AID 504444; further: potency means the concentration at half of the fitted maximal effect; on the % scale 0 is the no-effect control and ±100 the full control effect; nearly all actives have a fitted effect of over 60% in size
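Two sequential reads on A549 ARE_Fluc cells exposed to compound for 18-24 h: a CellTiter-Fluor fluorescence read for viability, then a luciferase luminescence read for Nrf2/ARE activity.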
ATXN2 expr inh: inhibitors of ATXN2 expression | AID 1745845 | Potency, µM (titrated, usually from 57 µM), for the others: at the highest dose activity change, negative = inhibition, usual class: inhibitors | HEK-293 ATXN2-luciferase reporter, luminescence, 24 h | 0.72% of 360,000 active; further: potency means the concentration at half of the fitted maximal effect; on the % scale 0 is the no-effect control and ±100 the full control effect; nearly all actives have a fitted effect of over 55% in size
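qHTS (up to 57 uM final) was run with 24 h compound exposure of reporter cells at 37 °C. Each well was multiplexed: SteadyGlo luminescence measured ATXN2-luciferase expression after a fluorogenic Gly-Phe-AFC viability readout (25 uM final).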
MCF10A rerep: induces DNA re-replication in MCF 10a normal breast cells; 2.9% of 350,000 active; Potency, µM (series often up to 46.1 µM), for inactives: top-dose activity, positive = re-replication, most hits filed as activators; MCF 10A DNA re-replication, Hoechst nuclear intensity, 48 h; further: potency means the concentration at half of the fitted maximal effect; % of control where 0% means no effect; nearly all actives have a fitted effect of over 50% in size
Nrf2 activator: activators of Nrf2 (ARE) signaling | AREc32 ARE-luciferase reporter (MCF7-derived line), luminescence, 24 h | 0.31% of 410,000 active | Potency, µM (top dose mostly 46.1 µM), inactives show at the top dose activation, hits mostly activators; further: potency means the concentration at half of the fitted maximal effect; % of control where 0% means no effect; nearly all actives have a fitted effect of over 65% in size
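Luciferase luminescence (Steady-Glo, 30 min at room temperature) served as the read-out of ARE activation in AREc32 cells treated with compounds for 24 hr at 37 deg C.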
S2 tox: cell viability loss in ATXN counter-screen. S2 cells (HEK-293 line with an ATXN2-luciferase reporter) viability, CellTiter-Fluor protease fluorescence, 24 h. Potency, µM (highest dose often 56.7 µM), usual class: cytotoxic. 0.49% of 400,000 active. AID 651635; further: potency means the concentration at half of the fitted maximal effect; nearly all actives have a fitted effect of over 40% in size
IL1B secr inh: blocks inflammasome-driven IL-1 beta release. activity change, % at 57.5 µM. THP-1 LPS/ATP IL-1B secretion, AlphaLISA, 16 h; active compounds read low. 4.7% of 360,000 active; in the data active means activity change below about -50%; inconclusive means mostly about -30% to -49%; further: on the % scale 0 is the no-effect control and ±100 the full control effect
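Secreted IL-1B measured by AlphaLISA bead assay after 16 h compound exposure of THP-1 cells; compounds (final up to 57.5 uM) added 1 h before LPS (250 ng/mL) and ATP (1.25 mM) stimulation; lower signal means less secretion.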
HepG2 tox: counter-screen for TGF-b inhibitors: cytotoxicity in HepG2 cells; 0.76% of 410,000 active; Potency, µM (doses to about 46.1 µM), for inactives: top-dose activity change, negative = cytotoxicity, usual class: cytotoxic; HepG2 CAGA-GFP viability, ATP luminescence, 18 h; further: potency means the concentration at half of the fitted maximal effect; some results filed as inactive show a strong effect at the top dose
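CellTiter-Glo luminescence gave cytotoxicity after 18 hours at 37 degrees C. The cells were HepG2 CAGA-GFP in 1% FBS DMEM, stimulated with 500 pg/mL TGF-beta after compound addition. %Activity was normalised to no-cell wells (complete cell-killing) and DMSO (no toxicity), and curves were fitted and classified.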
A549 tox: A549 cytotoxicity, counter-screen for Nrf2 inhibitors. A549 ARE-Fluc cells, CellTiter-Fluor viability, 18-24 h. Potency, µM (highest dose often 46 µM), for the others: at the highest dose activity change, negative = cytotoxicity, actives largely listed as inhibitors. 0.16% of 390,000 active; further: potency means the concentration at half of the fitted maximal effect; on the % scale 0 is the no-effect control and ±100 the full control effect
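A549 ARE-Fluc cells in 5% FBS OPTI-MEM, 5000 cells/well, rested 2 h then exposed to compounds in concentration-response for 18-24 h at 37 °C. Viability by CellTiter-Fluor fluorescence (Ex 405/Em 525) after 30 min; luciferase luminescence (BugLite, 15 min, RT) read afterwards.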
Numbers without * were called inactive; i = inactive; ? = inconclusive; nt = not tested or not shown; & = joins results of further samples; ! = repeats disagree. Unless noted, the call rests on the fitted dose curve; in most records, active means well fitted curve in the direction sought with a large enough effect; inconclusive means small, poorly fitted or top-dose-only effect, or another doubt; inactive means no such curve, though single readings can be large; an effect the other way counts as inactive or inconclusive.

SMILES	TGFb inhibitor	Nrf2 block	ATXN2 expr inh	MCF10A rerep	Nrf2 activator	S2 tox	IL1B secr inh	HepG2 tox	A549 tox
CC(C)[C@@H]1COC(c2cccc(C3=N[C@H](C(C)C)CO3)n2)=N1	4%	6%	1%	2%	0.3%	i	18	-5%	0%
CCOc1ccc(N(C(=O)c2snc(C(N)=O)c2N)C(CC)C(=O)NC2CCCC2)cc1 (stereo not given)	7%	7%	-17%	0%	-1.0%	i	-1	1%	-5%
CCCN1CCN(C(=O)C(C)n2nc(C)c3sc4ccccc4c3c2=O)CC1 (stereo not given)	10%	-16%	8%	-7%	-0.1%	i	-8	0%	-3%
O=C(c1ccc(S(=O)(=O)N2CCCCCC2)cc1)N1CCN(Cc2ccccc2)CC1	-14%	?	-13%	28%	-0.2%	i	?	-24%	-2%
CC(NCC(=O)Nc1cc(S(=O)(=O)N2CCCCCC2)ccc1Cl)c1ccccc1 (stereo not given)	?	?	-29%	?	-0.6%	i	-10	-25%	-9%
COc1cccc(C(=O)COc2ccccc2-c2ccccc2)c1	-9%	-3%	20%	5%	3.4%	i	-2	7%	0%
COCCNc1nc(Nc2ccc(C)cc2C)c2sc(-c3ccccc3)cc2n1	-26%	nt	-19%	nt	-0.3%	?	-25	-16%	nt
O=c1c2[nH]c3ccc(F)cc3c2ncn1Cc1ccncc1	11%	2%	-3%	1%	0.9%	i	2	-4%	1%
COc1ccc(/C=C2\SC(=O)N(CCCC(=O)Nc3ccc(C(=O)O)cc3)C2=O)cc1OC	5%	-18%	-7%	4%	-1.7%	i	12	3%	-7%
Cc1ccc(Oc2cc(NC(=O)CCCn3nc([N+](=O)[O-])c(Cl)c3C)cc([N+](=O)[O-])c2)cc1	-2%	2%	-4%	-3%	0.3%	i	38	5%	-3%
CC1(C)Cc2c(c(N3CCOCC3)nc3sc(C(N)=O)c(N)c23)CO1	-11%	-12%	-10%	4%	-0.2%	i	-15	23%	0%
CCN(CC)CCNC(=O)c1ccc(NC(=O)c2ccc(-n3cncn3)c([N+](=O)[O-])c2)cc1	?	nt	nt	nt	2.7%	i	-7	-10%	nt
COc1cccc(C(=O)c2cn(CC(=O)NCc3ccco3)c3nc(C)ccc3c2=O)c1	-10%	?	-8%	1%	7.9%	i	-19	-13%	10%
Cc1cc(Br)c2[nH]cc(CCNC(=O)c3ccco3)c2c1	-18%	-16%	nt	-3%	19%	i	0	-39%	0%
COc1ccc(C2(c3ccc(OC)cc3)NC(=O)N(CC(=O)Nc3ccc(C(=O)N(C)C)cc3)C2=O)cc1	-15%	?	5%	0%	2.5%	i	i	23%	-7%
O=C(OCCN1C(=O)c2cccc3c(N4CCOCC4)ccc(c23)C1=O)c1cccc(Cl)c1	25%	-25%	-37%	2%	-0.6%	nt	-4	8%	?
Cc1cc(C)cc(N2CC(c3nnc(NC(=O)c4ccco4)s3)CC2=O)c1 (stereo not given)	-33%	10%	4%	nt	0.3%	i	nt	-12%	-1%
COc1ccc(F)cc1C(=O)C1CCCN(Cc2c(C)n(C)n(-c3ccccc3)c2=O)C1 (stereo not given)	1%	?	0%	-6%	1.2%	i	-3	-8%	-1%
CN1C/C(=C/c2cccs2)C(=O)/C(=C\c2cccs2)C1	-10%	-18%	9%	28%	?	i	-6	-10%	-5%
Cc1ccc(S(=O)(=O)C2(C(=O)N3CCCC(C)C3)CC2)cc1 (stereo not given)	-13%	nt	1%	-2%	-0.2%	i	-7	6%	-2%
COC(=O)c1ccc(NC(=O)CCn2cccc2)cc1	-17%	-13%	2%	-9%	0.4%	i	0	-14%	-9%
Cc1ncc(C[n+]2csc(CCO)c2C)c(N)n1	-4%&19%	15µM*!	-2%&3%	-28%	0.1%&-0.5%	i	-8&-26	-18%&-14%	?
COc1cccc(-c2cc(C(=O)N3CCN(c4ccc(F)cc4)CC3)no2)c1	25%&6%	2%&6%	0%&4%	-9%	-0.2%&-0.4%	i	15	1%&0%	21%&-3%
O=S(=O)(c1ccc(C(F)(F)F)cc1)N1CCN(CCOc2ccccc2)CC1	1%	-13%	5%	13%	0.2%	i	-17	8%	0%
Cc1c(C(=O)Nc2ccc(F)cc2)sc2ncn(CC(=O)N3CCCCC3)c(=O)c12	19%	14%	nt	2%	12%	i	35	-35%	-5%

Complete entries, looked up by structure. Values in the order: TGFb inhibitor	Nrf2 block	ATXN2 expr inh	MCF10A rerep	Nrf2 activator	S2 tox	IL1B secr inh	HepG2 tox	A549 tox
Profile of CC(C)[C@@H]1COC(c2cccc(C3=N[C@H](C(C)C)CO3)n2)=N1 → 4%	6%	1%	2%	0.3%	i	18	-5%	0%
Profile of O=C(c1ccc(S(=O)(=O)N2CCCCCC2)cc1)N1CCN(Cc2ccccc2)CC1 → -14%	?	-13%	28%	-0.2%	i	?	-24%	-2%
Profile of COC(=O)c1ccc(NC(=O)CCn2cccc2)cc1 → -17%	-13%	2%	-9%	0.4%	i	0	-14%	-9%
Profile of Cc1ncc(C[n+]2csc(CCO)c2C)c(N)n1 → -4%&19%	15µM*!	-2%&3%	-28%	0.1%&-0.5%	i	-8&-26	-18%&-14%	?
Profile of COc1ccc(F)cc1C(=O)C1CCCN(Cc2c(C)n(C)n(-c3ccccc3)c2=O)C1 (stereo not given) → 1%	?	0%	-6%	1.2%	i	-3	-8%	-1%

The list goes on:
SMILES	TGFb inhibitor	Nrf2 block	ATXN2 expr inh	MCF10A rerep	Nrf2 activator	S2 tox	IL1B secr inh	HepG2 tox	A549 tox
Cc1ccc(C(=O)N2CCN(c3ccccc3)CC2)cc1NC(=O)c1nsc2ccccc12	-8%	nt	12%	nt	9.0%	i	nt	10%	3%
O=C(CNC(=O)c1ccco1)OCc1ccc(C(=O)c2ccccc2)cc1	-2%	?	2%	-5%	0.0%	i	-7	-3%	?
CC1(C)CC(CC(=O)Nc2ccc([N+](=O)[O-])cc2)C(=O)O1 (stereo not given)	-4%	6%	6%	-1%	2.3%	i	-9	-7%	-3%
O=C(CCCn1c(=O)oc2ccccc21)N1CCc2ccccc2C1	10%	12%	18%	11%	5.9%	i	19	-21%	6%
CCOC(=O)c1ccc(N2C(=O)C(O)=C(C(C)=O)C2c2ccc(O)c(OC)c2)cc1 (stereo not given)	13%	-9%	-3%	-5%	0.2%	?	28	7%	-2%
Cc1cccc(C)c1NC(=O)CN(c1ccccn1)S(=O)(=O)c1ccc(F)cc1	-2%	-13%	3%	-9%	-0.3%	i	-6	-7%	0%
Cc1cc(C)nc(/N=C2\NC(=O)CC(C(=O)O)N2CCc2c[nH]c3ccccc23)n1 (stereo not given)	2%	-14%	-20%	0%	0.1%	i	22	4%	-13%
CC(=O)c1cccc(N(C(=O)c2ccco2)C(C(=O)NC2CCCC2)c2ccc(N3CCOCC3)cc2)c1 (stereo not given)	6%	-3%	3%	-4%	-0.8%	i	-8	-13%	-2%
CN(C)N1C(N)=C(C#N)C(c2ccc3c(c2)OCO3)C2=C1CCCC2=O (stereo not given)	1%	1%	-10%	9%	0.3%	i	-8	0%	-9%
CN(C)c1ccc(C(=O)NCc2ccc3c(c2)CCO3)cc1	-9%	11%	4%	?	-0.3%	i	nt	-22%	-9%
CCN(C(=O)c1cc2cc(Br)cc(OC)c2oc1=O)c1ccccc1	7%	-13%	-5%	nt	-1.2%	i	nt	-4%	0%
COc1ccc(N(CC(=O)NC(C)c2ccccc2)S(=O)(=O)c2c(C)nn(C)c2C)cc1 (stereo not given)	?	?	7%	nt	-0.3%	i	nt	0%	15%
O=C(CN1C(=O)NC2(CCCC2)C1=O)N1CCN(S(=O)(=O)c2ccccc2F)CC1	0%	6%	1%	1%	0.1%	i	3	5%	-5%
O=C(NC1CCCCC1)c1ccc2c(c1)N(Cc1ccccc1F)C(=O)c1ccccc1S2	-3%	nt	nt	nt	0.2%	nt	nt	-1%	7%
COc1ccc(Cc2nc3ccc(C(=O)N4CCC(N(C)C)C4)cc3o2)cc1 (stereo not given)	-9%	14%	14%	?	0.1%	?	11	-2%	0%
COC(=O)CSc1nnc(-c2cccnc2)n1C	-5%	4%	-7%	16%	1.5%	i	4	-3%	2%
Cc1cc(C)c(C#N)c(SCCN2CCCCC2)n1	22%	1%	-7%	6%	-0.4%	?	-5	1%	0%
Cc1oc(-c2ccc3c(c2)OCCO3)cc1C(=O)NCC(=O)O	-10%	?	-37%	-4%	-0.9%	i	-28	-8%	2%
COCCc1nnc(NC(=O)Cc2ccccc2)s1	-2%	nt	10%	-1%	-0.3%	i	-13	-16%	-1%
CCSc1nnc(Cn2c(=O)sc3ccccc32)n1-c1ccc(OC)cc1	4%	?	-4%	-1%	-0.6%	i	17	-2%	0%
COc1ccc(C(=O)NCCOC(C)C)cc1OC1CCN(C(C)=O)CC1	0%	-4%	nt	-6%	0.2%	?	-6	10%	6%
CCCCCCCCCCCCN1[C@@H](CC(C)=O)c2cc(F)cc(F)c2S1(=O)=O	-26%	-15%	-5%	10%	-1.2%	i	41	-11%	6%

Given with two lines to a compound: four of the compounds above.
Below each SMILES: TGFb inhibitor, Nrf2 block, ATXN2 expr inh, MCF10A rerep, Nrf2 activator, S2 tox, IL1B secr inh, HepG2 tox, A549 tox
- Cc1cc(C)nc(/N=C2\NC(=O)CC(C(=O)O)N2CCc2c[nH]c3ccccc23)n1 (stereo not given)
  2%, -14%, -20%, 0%, 0.1%, i, 22, 4%, -13%
- CC(=O)c1cccc(N(C(=O)c2ccco2)C(C(=O)NC2CCCC2)c2ccc(N3CCOCC3)cc2)c1 (stereo not given)
  6%, -3%, 3%, -4%, -0.8%, i, -8, -13%, -2%
- CN(C)N1C(N)=C(C#N)C(c2ccc3c(c2)OCO3)C2=C1CCCC2=O (stereo not given)
  1%, 1%, -10%, 9%, 0.3%, i, -8, 0%, -9%
- CN(C)c1ccc(C(=O)NCc2ccc3c(c2)CCO3)cc1
  -9%, 11%, 4%, ?, -0.3%, i, nt, -22%, -9%
